Vif-A3F inh – inhibitors of Vif-A3F interaction. actives 0.2% (n = 390,000). Potency, µM (series often up to 46.1 µM), without a hit: top-dose activity, negative = active. HeLa A3F-eYFP + Vif (tagged APOBEC3F with the HIV-1 protein that degrades it), YFP fluorescence increase. AID 602313; also: potency is read from the fitted curve at half-maximal effect; % of control where 0% means no effect; nearly all actives have a fitted effect of over 65% in size
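Fluorescence increase (Ex 488/Em 500-530) after overnight compound treatment at 37 deg C flags inhibition of Vif-driven A3F-eYFP loss in stable HeLa A3F-eYFP/Vif cells seeded overnight beforehand.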
LDHA block – inhibitors of human lactate dehydrogenase A. P00338. purified LDHA, NADH/diaphorase-resazurin fluorescence; hits give low values. activity change, % (values are at about 110 or 230 µM). actives 0.15% (n = 480,000). AID 1347041; in the data active = activity change below about -30%; inconclusive = mostly about -25% to -30%;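 also: plate controls were DMSO wells for no effect and wells without enzyme for full effect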
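Human LDH5 (2 nM) was incubated with 0.06 mM NADH and 0.2 mM pyruvate for 5 min at room temperature in Tris pH 7.4. Remaining NADH was coupled through diaphorase/resazurin, and resorufin fluorescence was read at 0 and 20 min.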
RGS4 inhibitor – blocks human RGS4-accelerated GTP hydrolysis. P49798. Potency, µM (top dose mostly 114 µM), inactives show at the top dose activity change, negative = inhibition, actives largely listed as inhibitors. actives 0.039% (n = 390,000). Transcreener GDP fluorescence polarization, RGS4-accelerated GTP hydrolysis; also: potency is read from the fitted curve at half-maximal effect; % is scaled to controls: 0 for no effect and ±100 for the full control effect; nearly all actives have a fitted effect of over 75% in size; some results filed as inactive show a strong effect at the top dose
Target sequence (P49798 whole entry, looked up): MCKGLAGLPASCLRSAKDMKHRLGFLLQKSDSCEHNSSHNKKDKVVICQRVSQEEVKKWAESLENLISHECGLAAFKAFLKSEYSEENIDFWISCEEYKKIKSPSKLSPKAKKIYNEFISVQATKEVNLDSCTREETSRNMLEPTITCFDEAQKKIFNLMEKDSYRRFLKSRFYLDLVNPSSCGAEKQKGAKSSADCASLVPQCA
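MLSMR compounds (23 nl, pin-transferred) preincubated 10 min at room temperature with a 500nM (2x) first reagent, then RGS4 at 900nM (2x) plus Transcreener GDP mix added; fluorescence polarization (620/688 nm) read before and after 90 min at 30 °C.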
Glioma ERSR ind – induces the endoplasmic reticulum stress response in human glioma cells; U87-MG GRP78 promoter luciferase reporter, 16 h; Potency, µM, for inactives: at the top dose activation, usual class: activators; actives 0.02% (n = 420,000); also: potency is read from the fitted curve at half-maximal effect; series mostly up to about 76 µM; % of control where 0% means no effect; nearly all actives have a fitted effect of over 35% in size
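Stably transfected U87-MG glioma cells carrying a GRP78-based luciferase sensor; 16 h compound incubation. Luminescence end-point read 10 min after Bright-Glo addition at room temperature.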
D2 agonist – agonists of human D2 dopamine receptor; AID 485358; actives 0.53% (n = 340,000); activation, % at 2 µM; HEK293 T-REx D2 cells, calcium flux agonist mode;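 active = activation over 3 SD above normal in the single-dose calcium agonist read, cut at about 30% in these data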; also: 0% is about no effect
Target sequence (P14416 whole entry, looked up): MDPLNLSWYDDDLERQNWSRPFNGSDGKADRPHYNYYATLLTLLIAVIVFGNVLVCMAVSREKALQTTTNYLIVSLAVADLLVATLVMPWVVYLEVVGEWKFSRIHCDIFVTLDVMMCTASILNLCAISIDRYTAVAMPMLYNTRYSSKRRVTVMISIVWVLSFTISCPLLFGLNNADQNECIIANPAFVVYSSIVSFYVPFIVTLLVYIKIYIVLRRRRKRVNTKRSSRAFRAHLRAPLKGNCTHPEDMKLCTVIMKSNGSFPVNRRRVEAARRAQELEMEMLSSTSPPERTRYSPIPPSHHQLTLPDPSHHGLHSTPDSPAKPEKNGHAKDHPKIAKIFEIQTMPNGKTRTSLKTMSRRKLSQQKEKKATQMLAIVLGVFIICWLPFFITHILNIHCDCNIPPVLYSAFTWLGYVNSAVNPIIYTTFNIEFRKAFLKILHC
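Agonism is scored from calcium flux in a force-coupled, inducible HEK293 cell line expressing D2, read kinetically for 180 s after compound addition against dopamine controls.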
Vif-APOBEC3G blk – Vif-A3G binding inhibition; Q9HC16; HeLa A3G-eYFP + Vif (tagged APOBEC3G with the HIV-1 protein that degrades it), YFP fluorescence, overnight; Potency, µM (series often up to 46.1 µM), for the others: top-dose activity, negative = active, most hits filed as inhibitors; actives 0.076% (n = 410,000);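 also: potency is read from the fitted curve at half-maximal effect; % is scaled to controls: 0 for no effect and ±100 for the full control effect; nearly all actives have a fitted effect of over 60% in size; hits raise eYFP signal because A3G escapes Vif-driven loss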
Target sequence (Q9HC16 whole entry, looked up): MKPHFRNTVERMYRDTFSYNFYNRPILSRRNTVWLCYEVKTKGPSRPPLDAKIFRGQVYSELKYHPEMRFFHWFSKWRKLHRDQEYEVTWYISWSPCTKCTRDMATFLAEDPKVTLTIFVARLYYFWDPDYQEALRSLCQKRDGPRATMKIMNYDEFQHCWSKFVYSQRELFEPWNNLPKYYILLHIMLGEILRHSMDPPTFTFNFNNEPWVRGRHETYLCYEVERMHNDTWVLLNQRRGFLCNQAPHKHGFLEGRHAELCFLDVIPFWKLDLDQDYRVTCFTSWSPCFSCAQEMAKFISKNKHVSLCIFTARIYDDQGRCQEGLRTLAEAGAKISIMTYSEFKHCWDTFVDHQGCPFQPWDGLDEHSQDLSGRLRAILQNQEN
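HeLa cells stably expressing Vif and C-terminally eYFP-tagged A3G, seeded overnight at 37 deg C, then exposed to compound by pintool overnight at 37 deg C. Rise in yellow fluorescence (Ex 488/Em 500-530, Acumen) marks blocked Vif-driven A3G degradation.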
D2 antag – D2 dopamine receptor (human) antagonism. inhibition, % at 10 µM. actives 2% (n = 340,000). HEK293 TREx D2 cells, calcium flux, dopamine EC80; in the data active = inhibition above about 30%; also: 0% is about no effect
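Read-out: kinetic calcium fluorescence (1 cycle/s) in inducible HEK293 T-REx D2 cells after an EC80 dopamine addition that followed 180 s compound preincubation. Loss of the dopamine response indicates antagonism.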
ALOX12 inh – blocks human arachidonate 12S-lipoxygenase; purified 12hLO, xylenol orange hydroperoxide absorbance; Potency, µM (titrated, usually from 108 µM), for the others: top-dose activity change, negative = inhibition, actives largely listed as inhibitors; actives 1.1% (n = 580,000); AID 1671190; also: potency is read from the fitted curve at half-maximal effect; % is scaled to controls: 0 for no effect and ±100 for the full control effect
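Purified human 12hLO at 150 nM in 25 mM Hepes, 0.01% Triton X-100, pH 7.0, preincubated 15 min at room temperature with compound. Reaction started with 40 uM arachidonic acid, 30 min at room temperature. Hydroperoxide measured by Fe-xylenol orange, 573/405 nm absorbance ratio.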
ERG-DNA inh – inhibitors of human ERG Ets domain-DNA interaction. P11308. fluorescence polarization, His-ERG Ets domain / labelled DNA. Potency, µM (doses to about 76.9 µM), without a hit: at the highest dose FP activity, negative = inhibition, actives largely listed as inhibitors. actives 0.028% (n = 370,000). AID 624246; active = well fitted inhibition curve with a large enough effect in the polarisation, with a control signal flat; inconclusive = small, poorly fitted or top-dose-only effect, or effect the other way, or a change in a side signal; inactive = no such curve, though single readings can be large or run the other way; the % refers to the polarisation;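 also: polarization taken with two DNA probes labelled with fluorescein and Texas red; potency is read from the fitted curve at half-maximal effect; % of control where 0% means no effect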
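His-tagged ERG Ets domain (1 uM in the protein solution; 300mM KCl, 50mM Tris-HCl, 1mM EDTA, 1mM DTT, pH 7.5) received compound, then a probe mix of 5 nM fluorescein-DNA and 100nM Texas-615-DNA. Fluorescence polarization was read for both dyes.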
Numbers without * were called inactive; ? = inconclusive; nt = not tested or not shown; & = joins results of further samples; [ ] = dose if it differs, or a comment. Unless noted, calls follow the shape of the dose curve; as a rule, active = well fitted curve in the direction sought with a large enough effect; inconclusive = small, poorly fitted or top-dose-only effect, or another doubt; inactive = no such curve, though single readings can be large; an effect the other way counts as inactive or inconclusive. These rows are one share of the data; count on the stated rates, not on these rows.

The line under a structure holds: D2 antag	RGS4 inhibitor	Vif-A3F inh	Vif-APOBEC3G blk	D2 agonist	ALOX12 inh	LDHA block	ERG-DNA inh	Glioma ERSR ind
1: CC(C)NC(=O)Cn1nnc(-c2ccc(Cl)cc2)n1
  nt	18%	0%	-1%	nt	13%	-4	nt	4%
2: CCOC(=O)C1=C(C)N(C[C@@H]2CC[C@@H](Cc3ccc4cc(OC)ccc4c3)O2)C(=O)NC1c1ccccc1 (some centres not stated)
  nt	5%	5%	0%	nt	-39%	1	6%	-2%
3: CCOC(=O)CNC(=O)c1cc2c(=O)n(CC)c3ccccc3c2s1
  nt	7%	-6%	3%	0.6	-9%	2	2%	-2%
4: Cc1ccc(C)n1-c1nnc(N2CCCC(C(=O)Nc3ccccc3Br)C2)s1 (configuration not stated)
  nt	-23%	nt	nt	nt	-13%	0	3%	nt
5: CC(=O)Nc1ccc(S(=O)(=O)N2CCN(Cc3ccncc3)CC2)cc1
  -2	8%	7%	3%	0.4	0%	-15	-8%	0%
6: COc1cccc(C(=O)c2cn(CC(=O)NCc3ccco3)c3nc(C)ccc3c2=O)c1
  nt	-2%[11.4 µM]	3%	0%	nt	7%	1	11%	-4%
7: CC1=C(c2ccc(C)c(C)c2)S(=O)(=O)N=C1N1CCC(C(=O)N2CCC(C)CC2)CC1
  nt	-4%	nt	nt	0.0	0%	0	-3%	nt
8: Fc1ccc(-c2noc(-c3ccc4c(c3)CCO4)n2)cc1
  nt	4%	5%	1%	nt	?	-3	7%	-1%
9: CC(=O)Nc1ccn(-c2ccccc2)n1
  -4	-10%[11.4 µM]	-2%	1%	0.9	2%	-5	-4%	3%
10: CCCOc1ccc(C(=O)C(c2ccccc2)N2CCOCC2)cc1 (configuration not stated)
  8	20%	8%	-10%	-0.4	-60%	5	4%	-2%
11: CCCCN(C(=O)c1ccc(NC2CC2)c([N+](=O)[O-])c1)c1c(N)n(CC(C)C)c(=O)[nH]c1=O
  3	13%	1%	-6%	0.3	?	-10	-4%	9%
12: CCCCNC(=S)N(CCCN(C)C)Cc1cc2cc3c(cc2[nH]c1=O)OCO3
  -6	-20%	15%	4%	0.5	?	-14	-1%	-1%
13: O=C(c1cnc(N2CCN(c3ncccn3)CC2)c2ccccc12)N1CCN(c2ccccn2)CC1
  -27	-13%	4%	2%	-0.3	-8%	-8	5%	-10%
14: Cc1cccc(NC(=O)c2cc(Cl)nc3ccccc23)n1
  13	0%	7%	1%	0.8	?	-1	13%	2%
15: CC(=O)c1c(C)[nH]c(C(=O)OCC(=O)N2CCN(S(=O)(=O)c3ccc(C)cc3)CC2)c1C
  -4	6%	-3%	-5%	0.7	10%	-6	-5%	3%
16: CCCCc1nc(SCC(=O)Nc2nnc(C(C)C)s2)n[nH]1
  4	15%	7%	-2%	0.4	-7%	-4	-3%	-3%
17: Cc1ccc(S(=O)(=O)N2CCCOC2)cc1
  -3	-1%	-4%	1%	-1.1	-20%	-2	nt	-2%
18: Cc1ccc2nc3c(nc2c1C)C(O)=C3O
  -2	-32%	-7%	0%	0.3	265%[activator]	0	-2%	0%
19: Cc1ccc(N=CC=C2OC(C)(C)C(C)(C)O2)cc1
  2	-51%	-3%	0%	1.2	35µM*	3	11%	?
20: CCOc1cc(/C=N/NC(=O)CSc2nncn2C)ccc1OC(=O)c1ccc(Cl)cc1
  19	26%	5%	-1%	0.3	6%	-4	-9%	-6%

Next section; the last two above are carried over.
The line under a structure holds: D2 antag	RGS4 inhibitor	Vif-A3F inh	Vif-APOBEC3G blk	D2 agonist	ALOX12 inh	LDHA block	ERG-DNA inh	Glioma ERSR ind
19: Cc1ccc(N=CC=C2OC(C)(C)C(C)(C)O2)cc1
  2	-51%	-3%	0%	1.2	35µM*	3	11%	?
20: CCOc1cc(/C=N/NC(=O)CSc2nncn2C)ccc1OC(=O)c1ccc(Cl)cc1
  19	26%	5%	-1%	0.3	6%	-4	-9%	-6%
21: CCN(c1ccc(OC)cc1)S(=O)(=O)c1cc(-c2cc(C)no2)ccc1OC
  3	-24%	8%	-6%	0.0	2%	1	-16%	-4%
22: COc1cc(CC(NC(C)=O)C(=O)NC2CCN(S(=O)(=O)c3ccc(NC(C)=O)cc3)CC2)cc(OC)c1 (configuration not stated)
  1	22%	0%	3%	-0.2	-5%	-6	-4%	-4%
23: CC(C)(C)c1cc(NC(=O)c2c(F)cccc2Cl)n(-c2ccccc2)n1
  -6	2%	0%	0%	-2.1	-5%	5	-10%	-6%
24: c1cncc(CNc2ncn[nH]2)c1
  7	7%[11.4 µM]	-9%	6%	0.4	-8%	-1	1%	-1%
25: CC1(C)CC(CCNC(=O)c2ccco2)CC(C)(C)N1
  14	-10%	-1%	3%	0.0	0%	-8	6%	0%
26: Cc1ccc(OCC(=O)N/N=C\c2cn(C)c3ccccc23)c([N+](=O)[O-])c1
  0	24%	nt	-11%	-0.7	0%	-1	-7%	-1%
27: O=C(NCCC1CCCCN1S(=O)(=O)c1cccs1)C(=O)Nc1ccc(F)cc1 (configuration not stated)
  -23	-2%	-4%	-25%	0.5	-14%	-7	-10%	0%
28: COc1ccc(N(C)C(=O)c2cc3c(s2)-c2c(C)cccc2OC3)c(OC)c1
  8	4%&10%	1%&-19%	-1%&3%	-0.4&0.1	0%&-5%	-6&0	-6%&-1%	-4%&-2%
29: CN(CC(=O)Nc1cccc(F)c1)C(=O)c1cccnc1Sc1ccccc1Cl
  4	-19%	2%	-2%	0.5	18%	0	13%	-6%
30: Cc1cccc(C)c1NC(=O)CNc1ncnc2sc(C)c(C)c12
  3	-10%	11%	0%	0.3	7%	-6	-2%	-1%
31: COc1ccc2ccc3c(c2c1)N=CC1(O3)N(C)c2ccccc2C1(C)C (configuration not stated)
  2	-78%	-6%	-10%	1.2	nt	42	nt	-5%
32: COc1ccc(CNC(=O)CN(C)S(=O)(=O)c2ccc3c(c2)c(=O)n(C)c(=O)n3C)cc1
  -11	-13%[56.9 µM]	2%&-5%	0%&3%	0.3&0.8	2%&0%	0&-2	6%&-2%	10%&-2%
33: O=C(c1cnc2c(c1)COc1ccccc1-2)c1ccccc1O
  nt	-17%	-8%	0%	-0.1	-3%	2	2%	0%
34: Cc1ccc2c(c1)N(C(C)C(=O)NCc1cccs1)C(=O)CO2 (configuration not stated)
  -11	4%	2%	-1%	-0.2	0%	0	8%	-1%
35: CC1=C(C(N)=O)C(c2cccnc2)n2nc(-c3cccc(C)c3)nc2N1 (configuration not stated)
  5	-6%[11.4 µM]	0%	-1%	1.2	-11%	-2	-2%	-4%
36: O=C(NC(=S)Nc1ncc(Br)cc1Br)c1ccccc1
  1	-4%	-17%	1%	0.2	?	-1	-4%	4%
37: C=CCn1c(SCC(=O)c2ccc(Cl)s2)nc2ccccc2c1=O
  9	-1%	4%	-1%	0.2	0%	-7	-3%	-9%
38: COc1ccc(N(C)S(=O)(=O)c2cccc(C(=O)Nc3nnc(C)s3)c2)cc1
  -14	14%	-3%	-1%	-1.1	?	-10	-13%	-4%
39: COc1ccc(-c2cc(C(=O)Nc3ccc(S(=O)(=O)Nc4onc(C)c4C)cc3)c3ccccc3n2)cc1OC
  1	-14%	6%	0%	0.2	?	-18	-2%	2%
40: COc1ccc(-c2nc(SCC(=O)NC3CCCC3)c(-c3ccc(F)cc3)[nH]2)cc1OC
  nt	7%	0%	-4%	1.6	-17%	-2	1%	-2%
41: CCOC(=O)C1(c2ccccc2)CCCNC1=O (configuration not stated)
  nt	nt	-4%	1%	nt	-4%	-11	nt	3%
42: CCOc1cc(N2CCOCC2)c(OCC)cc1NC(C)C(=O)N1CCC(C)CC1 (configuration not stated)
  -8	-23%	-5%	1%	-0.8	35µM*	29	-1%	-3%
43: CN(C)c1ccc(/C=C(\NC(=O)c2ccccc2)C(=O)NCCCN2CCOCC2)cc1
  6	-1%	-20%	0%	0.2	-9%	0	10%	-3%
44: Cn1cc(S(=O)(=O)N2CCCC2)cc1C(=O)N1CCN(c2ccccc2)CC1
  -13	14%	-11%	-1%	0.8	3%	-9	-3%	0%
45: CSc1cccc(NC(=O)Cn2c(=O)n(Cc3ccccc3)c(=O)c3sc4ccccc4c32)c1
  nt	-3%	-19%	-2%	1.1	0%	-2	-2%	-3%
46: Cc1ccc2c(=O)cc(C(=O)Nc3sc4c(c3C(=O)NCc3ccco3)CCC4)oc2c1
  nt	31%	-3%	3%	-1.0	-19%	-1	3%	1%
47: COc1cc2sc3cc(NCc4ccc(C)o4)ccc3c(=O)c2cc1OC
  nt	-43%	11%	3%	nt	?	0	-5%	-1%
48: COC(=O)c1cn(NC(=O)c2cnccn2)c(=O)c2ccccc12
  15	14%	1%	1%	-0.2	-17%	2	-5%	-4%
49: CCCC[C@@H]1CNCCN1CCc1cccc2ccccc12
  -1	-3%	-1%	4%	1.0	6%	-2	1%	-5%
50: C/C(=N/NS(=O)(=O)c1ccc(Cl)cc1)c1ccncc1
  4	-39%	0%	6%	1.5	?	1	-3%	1%
51: O=S(=O)(Nc1ccc(-c2ccc3nncn3n2)cc1)c1ccccc1F
  24	2%	-1%	-5%	4.2	8%	-3	5%	-1%
52: CCOc1ccc(NC(=O)CSc2nc3c(c(=O)n2C)SC(C)C3)cc1 (configuration not stated)
  8	8%	5%	0%	-1.1	-29%	-1	-1%	-1%
53: Cc1cc([N+](=O)[O-])nn1CC(=O)NNC(=S)Nc1ccc(F)cc1
  nt	-21%	0%	1%	nt	14%	-7	4%	-2%

High-throughput results (PubChem)
